Bioassay records (PubChem)
a7 integrin act = activates integrin-mediated alleviation for muscular dystrophy | hit rate 0.064% among 350,000 | AID 624291 | alpha7betagal myoblasts, beta-gal FDG fluorescence, 48 h | Potency, µM (top dose mostly 38.3 µM), for inactives: at the highest dose activation, usual class: activators;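 further: potency means the concentration at half of the fitted maximal effect; 100% = response of the positive control SU9516; nearly all actives have a fitted effect of over 60% in size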
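Alpha7betagal+/- myoblasts (passage 13) were plated 16-24 hr, then exposed to compounds (1:260 dilution of DMSO stock) for 48 hours at 37C. After MPER lysis, β-galactosidase reporter activity was read as FDG fluorescence (ex 480/em 540) after 30 minutes.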
TSG101-PTAP inh = blocks PTAP/TSG101 interaction to inhibit HIV-1 budding | Q99816 | Potency, µM (titrated, usually from 115 µM), for the others: top-dose activity change, negative = inhibition, usual class: inhibitors | Fluorescence polarization, FITC-PTAP peptide / Tsg101 binding | 340,000 tested, under 10 active; active means well fitted inhibition curve with a large enough effect in the main read-out, with a control signal flat, not every such curve was filed as active; inconclusive means small, poorly fitted or top-dose-only effect, or effect the other way, or a change in a side signal; inactive means no such curve, though single readings can be large or run the other way; further: potency means the concentration at half of the fitted maximal effect; % of control where 0% means no effect
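Tsg101 binding domain (10 uM final) was mixed with compound and a FITC-labeled PTAP peptide (50 nM final) in HEPES pH 7.5 buffer with NaCl, Tween 20, EDTA and TCEP; fluorescence polarization was read after 20 min at r.t.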
TCR act = T cell receptor activation; 330,000 tested, under 10 active; Potency, µM (titrated, usually from 9.22 µM), inactives show at the top dose activation of IL-2 secretion, actives largely listed as activators; primary human leukocytes, anti-CD3, IL-2 HTRF, 48 h; further: % of control where 0% means no effect
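Readout: HTRF IL-2, Eu-cryptate/d2 antibody pair, 320nm excitation, 665nm emission. Stimulus: a-CD3 beads, no co-stimulation. Cells: primary human leukocytes. Exposure: 48 hr with compound.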
TSHR antagonist = antagonists of human thyroid stimulating hormone receptor | P16473 | TSHR-expressing cells, TSH-stimulated cAMP HTRF, 2 h; hits give low values | activity change, negative = inhibition, % at 11.5 µM | hit rate 0.2% among 330,000 | AID 504810;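 active means activity change below a set negative limit, meaning inhibition stronger than a set level, cut at about -70% in these data; inconclusive means activity change between two set negative limits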; further: on the % scale 0 is the no-effect control and ±100 the full control effect
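Competitive HTRF cAMP read-out (cryptate anti-cAMP antibody, cAMP-d2; 30 min, room temperature) in freshly harvested TSHR cells. Compounds added before TSH at EC80 (4nM final), followed by 2 hours' incubation at 37 deg C.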
AT treatment = potential ataxia-telangiectasia treatments restoring KAP-1 phosphorylation. […] A-T fibroblasts, KAP-1 phosphorylation AlphaLISA; neocarzinostatin DNA damage 30 min before lysis. Potency, µM (titrated, usually from 57.5 µM), inactives show at the highest dose activation, usual class: activators. hit rate 0.19% among 320,000; further: potency means the concentration at half of the fitted maximal effect; % of control where 0% means no effect; nearly all actives have a fitted effect of over 45% in size
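hTERT-immortalized A-T patient fibroblasts ([…]), 500 cells/well in OPTI-MEM, 1% FBS, got compounds for 60 min, then NCS for 30 min at 37C. Lysates were then assayed for phospho-KAP-1 by AlphaLISA (anti-pKAP1 donor, anti-KAP1 acceptor beads), 6 hr at 25C.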
Mito fusion yeast = inhibitors of mitochondrial division or activators of mitochondrial fusion; S. cerevisiae fusion-defective mutant growth rescue, CellTiterGlo 48 h; Potency, µM (top dose mostly 46.1 µM), for the others: at the highest dose growth rescue (activation), most hits filed as activators; hit rate 0.23% among 320,000; AID 485298;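 further: potency means the concentration at half of the fitted maximal effect; % of control where 0% means no effect; nearly all actives have a fitted effect of over 45% in size; temperature-sensitive fusion mutants such as fzo1-1 at 37 °C on non-fermentable ethanol glycerol medium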
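Read-out: ATP-based luminescence (CellTiterGlo, 10 min ambient) reporting growth of fusion-defective ts yeast after 48 hours at 37C on glycerol/ethanol YPEG medium in the presence of compound.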
BCR signal inh = inhibitors of chronic active B-cell receptor signaling; ABC-DLBCL IkBa-CBG/CBR reporter, luminescence ratio, 4 h; Potency, µM (top dose mostly 46.1 µM), for the others: at the top dose ratio change, negative = lower green/red ratio, actives largely listed as inhibitors; hit rate 0.05% among 340,000; active means well fitted inhibition curve with a large enough effect in the signal ratio, with a control signal flat, not every such curve was filed as active; inconclusive means small, poorly fitted or top-dose-only effect, or effect the other way, or a change in a side signal; the % refers to the signal ratio;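 further: potency means the concentration at half of the fitted maximal effect; plate controls were basal doxycycline-induced cells for no effect and cells given 10 µM MG132 for full effect; MG132 reads +100%, hits lower the ratio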
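Compounds up to 46 uM were incubated four hours with TMD8 cells whose green CBG68 luciferase is fused to IkappaBalpha; red CBR luminescence normalised the signal, and concentration-effect curves were fitted to fusion, red and ratio data.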
Eya2 phos inh = Eya2 (human) phosphatase inhibition; O00167; Potency, µM (top dose mostly 76.9 µM), without a hit: at the top dose activity, negative = inhibition, usual class: inhibitors; recombinant Eya2, OMFP fluorescence dephosphorylation (OMFP is methylfluorescein phosphate); hit rate 0.006% among 330,000; AID 488837; further: potency means the concentration at half of the fitted maximal effect; on the % scale 0 is the no-effect control and ±100 the full control effect
Target sequence (O00167 whole entry, looked up): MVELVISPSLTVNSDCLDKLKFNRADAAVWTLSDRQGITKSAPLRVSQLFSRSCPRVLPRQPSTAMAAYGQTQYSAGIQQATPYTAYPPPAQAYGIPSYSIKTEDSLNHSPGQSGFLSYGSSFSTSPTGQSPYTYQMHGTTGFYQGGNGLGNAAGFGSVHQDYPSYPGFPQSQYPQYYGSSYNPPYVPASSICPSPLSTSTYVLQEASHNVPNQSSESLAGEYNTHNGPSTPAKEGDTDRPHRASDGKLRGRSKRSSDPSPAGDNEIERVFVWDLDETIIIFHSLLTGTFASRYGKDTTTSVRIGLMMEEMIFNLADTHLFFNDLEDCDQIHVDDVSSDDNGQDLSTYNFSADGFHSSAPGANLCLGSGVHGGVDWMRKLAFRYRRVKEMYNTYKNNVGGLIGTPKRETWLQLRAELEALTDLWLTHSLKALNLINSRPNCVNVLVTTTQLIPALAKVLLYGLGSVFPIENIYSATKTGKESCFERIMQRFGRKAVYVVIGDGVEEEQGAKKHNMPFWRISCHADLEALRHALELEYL
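Eya2 (0.2 uM) preincubated 10 min at ambient with compound, then OMFP substrate added at 50 uM; 10 min reaction in 50 mM HEPES pH 7.5, 50 mM NaCl, 5 uM MgCl2, 0.05% BSA, 1 mM DTT. Fluorescence read at Ex 485/Em 525 nm.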
S-ASM inh = inhibitors of human secretory acid sphingomyelinase | Potency, µM (series often up to 57.5 µM), without a hit: at the highest dose activity change, negative = inhibition, actives largely listed as inhibitors | placental ASM, HMU-PC fluorogenic substrate, 60 min | P17405 | hit rate 0.006% among 340,000 | AID 504937; further: potency means the concentration at half of the fitted maximal effect
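HMU-PC0 cleavage (9 uM final) by human placental ASM, 60 min at 37 °C following 10 min compound exposure at RT; stopped at pH 10, fluorescence Ex 386/Em 447 nm.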
Tb PFK inh = blocks T. brucei phosphofructokinase; hit rate 0.17% among 330,000; Potency, µM (series often up to 57.5 µM), inactives show at the top dose activity, negative = inhibition, hits mostly inhibitors; T. brucei PFK, ADP-Glo luminescence;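 further: potency means the concentration at half of the fitted maximal effect; 0% = uninhibited 1x PFK enzyme wells and -100% = no-enzyme wells; nearly all actives have a fitted effect of over 60% in size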
Target sequence (O15648 whole entry, looked up): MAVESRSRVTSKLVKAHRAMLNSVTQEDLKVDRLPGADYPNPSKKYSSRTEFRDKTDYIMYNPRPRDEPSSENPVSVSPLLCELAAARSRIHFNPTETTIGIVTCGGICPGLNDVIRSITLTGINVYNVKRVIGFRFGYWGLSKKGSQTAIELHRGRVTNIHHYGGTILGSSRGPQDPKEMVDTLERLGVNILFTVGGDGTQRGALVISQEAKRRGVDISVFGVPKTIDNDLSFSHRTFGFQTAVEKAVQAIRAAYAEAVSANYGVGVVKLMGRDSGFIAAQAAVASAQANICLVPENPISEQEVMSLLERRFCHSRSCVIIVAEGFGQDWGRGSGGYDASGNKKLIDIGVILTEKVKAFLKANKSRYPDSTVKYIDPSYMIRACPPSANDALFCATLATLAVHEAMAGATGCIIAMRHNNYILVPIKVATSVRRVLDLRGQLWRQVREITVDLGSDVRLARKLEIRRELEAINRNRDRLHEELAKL
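In TEA buffer at pH 8.0 with 5 mM MgCl2, enzyme (1.25 nM) converted F6P (0.5 mM) and ATP (0.1 mM) for 45 min at room temperature. ADP product was read by luciferase luminescence.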
ELG1 DNA repair = inhibitors of ELG1-dependent DNA repair in HEK293T cells; HEK293T ELG1-luciferase reporter, luminescence, 16 h; DNA damage induced by 5-fluorouridine; Potency, µM (top dose mostly 46.1 µM), for the others: top-dose activity change, negative = inhibition, usual class: inhibitors; hit rate 2.3% among 330,000; AID 504467; further: potency means the concentration at half of the fitted maximal effect; on the % scale 0 is the no-effect control and ±100 the full control effect; nearly all actives have a fitted effect of over 55% in size
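5-Fluorouridine DNA damage + compound/DMSO, 2,000 cells/well, 16 h, 37 °C/5% CO2. ONE-Glo, 30 min RT, luminescence. Readout = decrease in reporter signal.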
* hit, by the source's call; ? = inconclusive; . = no result given; [ ] = dose if it differs, or a comment. Unless noted, the call rests on the fitted dose curve; in most records, active means well fitted curve in the direction sought with a large enough effect; inconclusive means small, poorly fitted or top-dose-only effect, or another doubt; inactive means no such curve, though single readings can be large; an effect the other way counts as inactive or inconclusive.

SMILES	a7 integrin act	TSG101-PTAP inh	TCR act	TSHR antagonist	AT treatment	Mito fusion yeast	BCR signal inh	Eya2 phos inh	S-ASM inh	Tb PFK inh	ELG1 DNA repair
CC(C)[C@H]1CC[C@@H](C)C(C(=O)c2ccccc2)C1=O (some centres undefined)	0%	1%	-3%[46.1 µM]	31	8%	8%	0%	3%	-2%	-11%	22%
COc1ccc(CN(CC(=O)NCC2CCCO2)C(=O)CNS(=O)(=O)c2ccc(C)cc2)cc1 (centres undefined)	-5%	0%	1%[46.1 µM]	9	2%	1%	1%	0%	1%	-6%	7%
Cc1ccc(O)c(NC(=O)c2onc(C)c2Cl)c1	6%	0%	4%	1	2%	6%	?	-10%	6%	-11%	?
CC1(C(=O)NC2CCCCCCC2)CCC(=O)N1Cc1cccnc1 (centres undefined)	-12%	-4%	.	13	-1%	3%	-1%	-6%	5%	1%	3%
CCOc1ccc(OCCC(=O)OCC(=O)N2CCN(c3ccc(OC)cc3)CC2)cc1	-18%	2%	-6%	3	8%	-4%	-6%	-9%	5%	-2%	0%
Cc1c(Cl)cccc1NC(=O)CSc1nc2ncc(Cl)cc2[nH]1	-2%	-1%	-4%	0	5%	-5%	?	1%	0%	0%	0%
C[C@@]12C(=O)Nc3ccccc3C(=O)N1[C@H]1c3cc(Cl)ccc3OC[C@@H]1[C@@H]2c1ccccc1	-12%	-3%	2%	-2	3%	.	0%	1%	-20%	-2%	?
O=C(Nc1cccc2ncccc12)C(Cl)(Cl)Cl	-5%	-5%	-1%	3	4%	0%	0%	7%	-2%	1%[0.46 µM]	?
CNC(=S)N/N=C/c1cc(C)ccc1C	?	-1%	1%	0	-7%	-11%	?	2%	-3%	-1%	23%
O=C(CCN1C(=O)[C@@H]2Cc3ccccc3CN2C1=O)NCCc1ccccc1	18%	1%	2%	4	11%	-1%	-2%	-12%	1%	-7%	-3%
N#Cc1cccc(CS(=O)(=O)c2ccc(Cl)cc2)c1	?	-6%	-1%	-4	-1%	3%	?	9%	1%	-9%	-16%
CSc1nc(-c2ccco2)nn1S(=O)(=O)c1ccccc1	.	.	.	7	1%	11%	4%	6%	.	-6%	16%
CCOc1cc(CNCCO)ccc1OCC(=O)NC(C)(C)C	12%	0%	-1%	7	7%	2%	-4%	10%	2%	0%	-3%
CCc1ccccc1NC(=O)CCS(=O)(=O)c1ccc(C)cc1	0%	-2%	-10%	2	0%	2%	0%	4%	0%	3%	-4%
O=C1CCCN1c1ncc(S(=O)(=O)c2ccc([N+](=O)[O-])cc2)s1	-44%	-3%	0%	-1	-1%	-2%[9.22 µM]	-1%	-18%	2%	3%	-12%
O=C1C2C(c3ccccc3)=NN(c3ccccc3)C2C(=O)N1c1ccccc1 (centres undefined)	20%	0%	0%[46.1 µM]	3	17%	?	2%	1%	156%[activator]	-10%	-1%
COc1cc(NC(=O)CSc2nnc3c(C)cc4cc(C)cc(C)c4n23)c(C(=O)O)cc1OC	-10%	-3%	15%	4	-6%	3%	-2%	-17%	7%	-5%	-9%
Cc1nc(Cc2nnc(SCC(=O)N3CCN(c4ccc(O)cc4)CC3)o2)cs1	9%	-2%	3%	-1	-3%	-1%	-2%	5%	-3%	?	-3%
COc1ccc(N(CC(=O)NCc2ccco2)S(C)(=O)=O)cc1	-3%	-8%	.	24	1%	-6%	0%	13%	3%	-1%	-23%
Cc1cc(OCc2nc(-c3cccs3)no2)cc(C)c1Cl	11%	-2%	7%	-48	5%	7%	?	11%	-7%	-2%	?
O=C(CNC(=O)OCc1ccccc1)NCC(=O)N1CCCC1C(=O)OCc1ccccc1 (centres undefined)	4%	-1%	4%	-24	3%	-4%	26%	-2%	3%	1%	8%
CC1CN(C(C)C(=O)NNC(=O)c2ccc(F)cc2)CC(C)O1 (centres undefined)	14%	2%	1%[46.1 µM]	12	-3%	.	-2%	6%	-2%	1%	?
O=S(=O)(NCCc1ccncc1)c1ccc(Br)cc1	0%	-2%	1%	-2	8%	-3%	2%	-22%	2%	-1%	-5%
O=c1c2c([nH]c3ccccc13)CCC2	21%	0%	-14%	2	5%	3%	0%	3%	-2%	-1%	0%
COc1ccc(-c2nn(C)c3sc(C(=O)NCc4ccco4)cc23)cc1OC	6%	-1%	1%	-10	-2%	3%	-22%	-2%	7%	1%	-12%
Cc1ccc(OCC(=O)N2CCN(C3=NS(=O)(=O)c4ccccc43)CC2)cc1	0%	-3%	0%	-4	-3%	2%	0%	3%	1%	3%	3%
O=C(Nc1ccc(Cl)cn1)c1cc(S(=O)(=O)N2CCCCC2)ccc1Cl	-21%	-5%	-1%	29	25%	2%	11%	18%	-3%	-1%	11%
CC1CCC(NC(=O)CCN2C(=O)C3C4C=CC(C4)C3C2=O)CC1 (centres undefined)	?	5%	2%	-14	3%	2%	0%	-15%	2%	0%	3%
O=C(Nc1nnc(S(=O)(=O)N2CCCCC2)s1)c1ccccc1Br	5%	-4%	-7%	-12	-7%	-4%	14%	2%	0%	-2%	1%
O=C(Nc1nnc(SCc2ccccc2)s1)c1cc2c(s1)CCCC2	6%	-5%	-2%	-6	1%	15%	?	-7%	1%	8%	?
O=C(c1ccccc1)c1cc(-c2ccccc2)on1	5%	-1%	1%	7	13%	2%	?	-14%	0%	-3%	?
CN(C(=O)c1cnccn1)c1nnc(-c2cnccn2)s1	9%	-4%	2%	7	-3%	-1%	0%	3%	6%	0%	-4%
Cc1cccc(/C=C(\C(=O)O)c2ccc(S(=O)(=O)N3CCCC3)s2)c1	17%	-4%	-1%	-15	17%	.	3%	-23%	3%	-25%	3%
Cc1cc2nc(-c3ccc(SCC(=O)N4CCc5ccccc54)nc3)[nH]c2cc1C	8%	-13%	-8%	4	6%	-2%	8%	-2%	-6%	3%	?
C=CCC[C@@H](Cc1ccc(F)cc1)C(=O)OC[C@@H](NC(=O)[C@@H](CC=C)CC(=O)N(CCO)Cc1ccccc1)c1ccccc1	-35%	-3%	4%	-43	-4%	.	?	-7%	-6%	3%	21µM*
CNC(=O)/C=C1\NC(C)(C)Cc2ccccc21	-19%	-8%	1%	-1	2%	0%	?	-2%	2%	-2%	3%
CCc1nc(Nc2ccccc2)c2oc3ccccc3c2n1	-23%	-2%	-8%	-11	1%	6%	?	-12%	-14%	1%	?
COc1ccc(NC(=O)CN(C)C(=O)Cc2c(C)nc3ccccc3c2C)cc1	0%	-2%	2%	-18	-1%	2%	2%	?	5%	6%	?
COc1cccc(-c2csc(N3CCN(Cc4ccccc4)CC3)n2)c1	-19%	-8%	7%	-12	12%	-9%	-10%	-8%	1%	-3%	18%
COc1ccc(NC(=O)c2cc(-c3ccc4c(c3)OCO4)on2)cc1OC	-61%[inhibitor]	-2%	-4%	-1	-8%	1%	-13%	10%	6%	-2%	7%
Cc1cc(N2CCN(C)CC2)nc2ccc(NC(=O)CCC(=O)NCCC(C)C)cc12	-29%	-1%	2%	4	1%	17%	0%	0%	353%[activator]	-9%	24%
CC(CCc1ccccc1)NC(=O)CCCCCNc1nc(=S)[nH]c2ccccc12 (centres undefined)	.	.	.	-6	-4%	-1%	?	-13%	.	-1%	?
O=C(NCc1ccccc1)C1CCCN1S(=O)(=O)c1cccc2cccnc12 (centres undefined)	4%	-1%	-2%[46.1 µM]	20	5%	3%	-17%	3%	4%	0%	6%
CCOC(=O)C1=C(COC(=O)c2cccc(Br)c2)NC(=O)NC1C (centres undefined)	21%	-1%	3%	-7	0%	-1%	-2%	5%	0%	-2%	23%
